# Assay outcomes from PubChem.
# PREPL inhibitor: human PREPL enzyme inhibition; inhibition, % at 5.96 µM; Q4J6C6; 0.68% of 320,000 active; recombinant PREPL, fluorescence polarization activity-based probe; in the data active means inhibition above about 43%;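 further: 0% = enzyme with DMSO and 100% = wells lacking enzyme; many of its hits are not listed in these tables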
# Target sequence (Q4J6C6 whole entry, looked up): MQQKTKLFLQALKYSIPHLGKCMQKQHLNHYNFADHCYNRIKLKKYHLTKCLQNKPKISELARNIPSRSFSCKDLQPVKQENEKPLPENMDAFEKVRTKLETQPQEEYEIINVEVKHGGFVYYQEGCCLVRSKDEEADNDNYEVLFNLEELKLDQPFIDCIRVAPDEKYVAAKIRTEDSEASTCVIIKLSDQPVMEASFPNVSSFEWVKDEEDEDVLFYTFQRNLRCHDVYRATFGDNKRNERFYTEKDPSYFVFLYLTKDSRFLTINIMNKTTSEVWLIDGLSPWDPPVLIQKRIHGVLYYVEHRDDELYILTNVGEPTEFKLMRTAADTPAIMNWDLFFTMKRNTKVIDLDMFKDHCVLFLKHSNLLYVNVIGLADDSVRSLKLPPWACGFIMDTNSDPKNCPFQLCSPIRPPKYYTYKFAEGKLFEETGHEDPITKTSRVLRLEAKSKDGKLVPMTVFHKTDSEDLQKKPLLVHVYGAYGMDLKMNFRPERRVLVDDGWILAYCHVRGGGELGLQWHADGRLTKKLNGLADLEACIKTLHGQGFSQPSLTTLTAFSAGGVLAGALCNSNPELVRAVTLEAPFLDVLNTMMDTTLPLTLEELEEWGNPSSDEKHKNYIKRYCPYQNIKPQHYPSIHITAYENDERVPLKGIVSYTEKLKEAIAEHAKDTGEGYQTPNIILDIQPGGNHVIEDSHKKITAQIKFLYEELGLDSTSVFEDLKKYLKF
# PAD4 inh: blocks human protein arginine deiminase 4; AID 485272; inhibition, % at 6.36 µM; Q9UM07; 0.41% of 330,000 active; recombinant PAD4, RCA probe fluorescence polarization;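 active means percent inhibition above a cutoff equal to the mean of all tested compounds plus 3 SD, cut at about 15% in these data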;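 further: 0% = PAD4 with RCA probe and DMSO and 100% = probe without PAD4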
# GSTO1 counter: blocks human GSTO1 in RBBP9 counter-screen; P78417; recombinant GSTO1, activity-based probe fluorescence polarization; inhibition, % at 5.96 µM; 1.1% of 300,000 active; AID 1974;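 active means inhibition above the campaign mean inhibition plus 3 SD, cut at about 35% in these data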;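 further: 0% = GSTO1-1 with DMSO and 100% = wells lacking GSTO1-1 enzyme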
# LYPLA1 counter: blocks human lysophospholipase 1, a PME1 counter-screen. O75608. recombinant LYPLA1, FP-Rh probe fluorescence polarization. inhibition, % at 5.9 µM. 0.16% of 320,000 active;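 active means inhibition above the mean of all tested compounds plus 3 SD, set per campaign, cut at about 14% in these data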;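 further: inhibitors block serine hydrolase probe labeling of LYPLA1 so polarization falls; 0% = enzyme with DMSO and 100% = wells lacking LYPLA1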
# Target sequence (O75608 whole entry, looked up): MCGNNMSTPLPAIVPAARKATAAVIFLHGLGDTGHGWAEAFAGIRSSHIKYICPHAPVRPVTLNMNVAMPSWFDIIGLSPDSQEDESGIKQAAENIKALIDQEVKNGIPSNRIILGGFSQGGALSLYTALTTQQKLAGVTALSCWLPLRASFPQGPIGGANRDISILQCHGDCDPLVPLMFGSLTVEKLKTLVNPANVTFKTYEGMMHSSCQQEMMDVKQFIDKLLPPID
# LYPLA2 counter: LYPLA2 (human) inhibition in PME1 counter-screen; inhibition, % at 5.9 µM; recombinant LYPLA2, FP-Rh probe fluorescence polarization; 0.38% of 320,000 active;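 active means inhibition above the screen-wide mean plus 3 SD, limit set per campaign, cut at about 26% in these data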;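 further: 0% = LYPLA2 with DMSO and 100% = wells lacking LYPLA2 enzyme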
# PAFAH2 FP inh: inhibitors of human PAFAH2. Q99487. recombinant PAFAH2, FP-rhodamine activity probe, fluorescence polarization. inhibition, % at 3.39 µM. 0.99% of 340,000 active. AID 492956;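 active means inhibition above the mean over all tested compounds plus 3 SD, cut at about 30% in these data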;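 further: inhibitors block probe labeling of enzyme so polarization drops; 0% = enzyme with DMSO and 100% = wells lacking PAFAH2 protein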
# PAFAH1B3 FP inh: blocks human PAF acetylhydrolase 1B catalytic subunit 3; Q15102; recombinant PAFAH1B3, FP-rhodamine probe, fluorescence polarization; inhibition, % at 3.39 µM; 0.28% of 340,000 active;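 active means inhibition above the screen-wide average of all tested compounds plus 3 SD, cut at about 25% in these data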;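 further: 0% = enzyme with DMSO only and 100% = wells lacking PAFAH1B3 protein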
# ZTA DNA inh: counter-screen for EBNA-1 inhibitors: inhibitors of Epstein-Barr virus ZTA; 0.15% of 320,000 active; AID 2234; ZTA-DNA binding, fluorescence polarization; P03206; inhibition, % at 11 µM; in the data active means inhibition above about 33%
# EBNA-1 inh: blocks EBNA-1 binding to DNA; 0.34% of 300,000 active; EBNA-1 DNA binding, fluorescence polarization; inhibition, % at 14.8 µM; in the data active means inhibition above about 28%
# An asterisk follows results filed as active; . = not tested or not shown.
SMILES,PREPL inhibitor,PAD4 inh,GSTO1 counter,LYPLA1 counter,LYPLA2 counter,PAFAH2 FP inh,PAFAH1B3 FP inh,ZTA DNA inh,EBNA-1 inh
C/C(=N/NS(=O)(=O)c1cc(C)ccc1C)c1c[nH]c2ccccc12,6,1,-3,-2,-1,7,9,-1,-4
CN1CCN(S(=O)(=O)c2cccc(C(=O)N(Cc3nnc(-c4ccccc4Cl)o3)C3CC3)c2)CC1,18,0,-2,3,5,-7,-4,-9,-5
O=C(OCC(=O)N1CCC(Cc2ccccc2)CC1)c1ccc(CO)cc1,4,-4,.,-2,-2,5,-5,6,.
COc1ccc(OC)c(NC(=O)CCCSc2ccccc2)c1,7,-4,0,-1,6,-6,-2,4,3
C=CCNC(=S)N/N=C/c1ccc(-c2cccc([N+](=O)[O-])c2)o1,1,6,13,1,1,1,5,9,-2
O=C(CN1CCCCC1)Nc1cccc(Br)c1,-1,4,1,-1,1,1,-1,2,8
CSc1ccc(CNc2ccc(C)c(C)c2)cc1,36,4,6,0,5,7,5,-11,-7
CCc1ccc(NC(=O)c2noc3c2CCC3)cc1,-4,1,19,-2,-2,31*,4,6,-12
O=C(Nc1nc(-c2ccccc2)cs1)C1c2ccccc2Oc2ccccc21,-13,-13,-7,-26,-51,-37,2,5,-8
CCNC(=S)NC1CC2CCC(C1)N2Cc1ccccc1 (stereo unspecified),15,0,-1,-2,-8,3,-3,-18,-10
CC(=O)c1ccc(N2CCN(S(=O)(=O)c3c(C)[nH]c(C)c3C(=O)N3CCCCC3)CC2)cc1,18,3,1,3,-1,-8,2,4,-10
O=C(O)c1ccc(CNS(=O)(=O)c2ccc(Oc3ccccc3Cl)cc2)cc1,-20,1,0,-3,3,0,10,2,4
O=C(CCC(=O)N(CC(=O)NC1CCCC1)C1CCCC1)Nc1ccccn1,-3,1,0,-4,-12,-1,-5,-3,7
O=C(COc1ccccc1Cl)NCc1ccco1,3,3,9,1,-1,-4,-4,-5,11
COc1cccc(C(=O)Nc2cc3c(cc2Br)OCCCO3)c1,14,0,-2,-5,-10,-3,2,4,-1
COC(=O)c1[nH]c2ccccc2c1NC(=O)C(C)N1CC(C)OC(C)C1 (stereo unspecified),9,-1,7,-1,-5,.,.,8,4
CCCCN(Cc1ccccc1)C(=O)C1CCC(=O)N(CCc2ccccn2)C1 (stereo unspecified),8,1,-1,1,-3,-4,0,13,8
O=C(N1CCOCC1)N1CCN(Cc2ccccc2)CC1,-2,2,-2,2,6,-10,1,10,8
Cc1cc(NC(=O)COc2ccccc2C#N)no1,7,-2,.,1,5,5,2,3,.
O=C(/C=C/c1cccc(OCc2ccccc2)c1)c1cccnc1,-8,0,4,-2,-6,2,-3,-4,0
O=C(COC(=O)CN1C(=O)C2CCCCC2C1=O)Nc1cc(S(=O)(=O)N2CCOCC2)ccc1Cl (stereo unspecified),6,0,1,-1,5,0,2,-16,9
COc1ccc(Cl)cc1N1C(=O)CN(Cc2cc(OC)c(OC)c(OC)c2)C1=S,0,0,-41,-2,3,-8,5,18,6
CC(=C/C(=O)O)/C(=C\c1ccc(Br)o1)C(=O)O,-10,-5,-1,1,1,3,0,4,4
COc1ccccc1C(=O)Nc1c(C(=O)N2CCN(C)CC2)oc2ccccc12,23,-6,2,1,3,2,7,-4,6
O=C(CCc1nnc(CCc2ccccc2)o1)NC(c1cccnc1)C(F)(F)F (stereo unspecified),5,0,4,1,-1,1,-1,15,0
O=C(NC1=NCCS1)c1csc2ccccc12,5,4,2,-1,4,3,1,4,3
Cc1ccc(Nc2nc(=O)[nH]nc2C)cc1,3,-1,1,-2,2,-5,-9,4,-1
O=C(C1CCC(=O)N(C2CC2)C1)N1CCC(Oc2cccc(F)c2)CC1 (stereo unspecified),10,-3,1,-3,4,2,-4,7,0
CCCOc1ccccc1NS(=O)(=O)c1ccc2[nH]c(=O)[nH]c2c1,-18,-6,-1,3,2,-3,4,-15,0
O=C(COc1ccccc1F)Nc1c2c(nn1-c1ccccc1)CS(=O)(=O)C2,-6,-2,-4,-4,-1,4,-1,22,20
CCN(CC)CCNC(=O)C1(O)c2cc(Br)ccc2NC(=O)N1c1ccccc1 (stereo unspecified),-5,-2,-1,0,2,-2,0,-6,0
O=C(O)C1C2C=CC(C2)C1C(=O)N1CCc2ccccc21 (stereo unspecified),21,-3,1,4,5,7,5,2,9
Cc1cccc(NC(=O)c2cc(=O)c3ccccc3o2)n1,5,-2,14,0,-2,5,-3,2,6
CC1CC(C)CN(C(=O)C2CCC(CNc3c(N4CCCCC4)c(=O)c3=O)CC2)C1 (stereo unspecified),-4,1,5,-2,1,-6,1,0,0
CCC(c1nnc(SCC(=O)N(C)c2ccccc2)n1Cc1ccccc1)N(C)C (stereo unspecified),8,0,0,2,0,3,-1,9,3
O=C(CC1SC(N2CCCCC2)=NC1=O)Nc1cccc(C(=O)NCc2ccccc2)c1 (stereo unspecified),2,3,.,.,.,-1,-3,.,.
CCCN(C(=O)CSc1n[nH]c(-c2ccc(OC)cc2)n1)c1c(N)n(Cc2ccccc2)c(=O)[nH]c1=O,10,-2,4,2,7,-13,-2,-12,-2
CCOC(=O)Cn1c(N2CCCCCC2)nc2c1c(=O)[nH]c(=O)n2C,15,-2,2,0,5,9,8,-20,-8
COc1ccc(Br)cc1S(=O)(=O)N1CC(C)OC(C)C1 (stereo unspecified),18,-4,5,4,3,-1,2,7,1
COc1cc(/C=N/NC(=O)c2ccccc2O)ccc1OC(=O)CC1SC(=O)NC1=O (stereo unspecified),3,-2,9,0,2,-1,5,-2,5
O=C(NCCC(c1ccccc1)c1ccccc1)c1ccc(Br)o1,0,2,7,-3,-3,-6,-7,3,-6
Cc1cccc(NC2=NC(=S)N(c3ccc(C(=O)O)cc3)C23CCCCC3)c1,-2,-1,8,-3,0,5,4,2,3
O=C(Cn1c2ccc(F)cc2c2nc3n(c(=O)c21)CCS3)Nc1ccccc1C(F)(F)F,-1,-5,-3,-1,-9,-10,-7,-14,-15
Fc1cccc(CSc2nc3ccncc3[nH]2)c1,2,4,3,-5,-6,-1,4,0,-13
COc1ccc2cc1Oc1ccc(cc1)C[C@H]1c3c(cc4c(c3Oc3cc5c(cc3OC)CCN(C)[C@@H]5C2)OCO4)CCN1C,-23,-4,6,-1,2,0,-6,-4,3
O=C(CN(C(=O)Cn1nnc(-c2cccs2)n1)c1cnc2ccccc2c1)NCC1CCCO1 (stereo unspecified),2,-6,9,-3,-1,4,4,-9,-9
COc1ccc(OC)c(NC(=O)COC(=O)/C=C/c2ccc(Cl)cc2)c1,26,-1,3,-5,1,4,2,-15,42*
O=C(c1cccc(S(=O)(=O)N2CCOCC2)c1)N1CCCc2ccccc21,-6,-2,-4,2,6,2,-3,-2,-3
CC1CCN(S(=O)(=O)c2cc(C(=O)Nc3ccccn3)ccc2Br)CC1,-22,-2,-8,-5,-9,6,-6,20,-1
CC(C)(C)c1ccc(OCc2ccc(C(=O)N/N=C/c3ccc([N+](=O)[O-])cc3)o2)cc1,3,-1,-11,-8,-3,-12,-3,9,-6

# Continued:
SMILES,PREPL inhibitor,PAD4 inh,GSTO1 counter,LYPLA1 counter,LYPLA2 counter,PAFAH2 FP inh,PAFAH1B3 FP inh,ZTA DNA inh,EBNA-1 inh
COc1ccc(CN2CSC(=S)N(Cc3ccc(OC)cc3)C2)cc1,-4,-6,8,0,-1,-6,1,-8,-21
C=CCNC(=O)C1CC1(c1ccc(C)cc1)c1ccc(C)cc1 (stereo unspecified),18,2,5,-8,-9,3,-6,-18,-7
O=C(NCCN1CCOCC1)c1cc(S(=O)(=O)NCCCN2CCCC2=O)ccc1Cl,-2,-2,3,3,-4,6,16,15,8
COC(=O)C1=C(C)N(Cc2ccccc2)C(=S)N[C@H]1c1cccc(C(F)(F)F)c1,-1,-4,.,.,.,-9,-3,.,.
CN(C(=O)CN1C(=O)c2ccc([N+](=O)[O-])cc2C1=O)C1CCCCC1,5,3,.,.,.,4,6,.,.
N#C/C(=C/Nc1ccccc1C(=O)O)C(N)=O,-6,0,0,0,-5,0,-1,6,0
CCC(C)C(N)C(=O)NC(CCC(=O)OCc1ccccc1)C(N)=O (stereo unspecified),-17,-2,10,0,2,-3,10,-2,-6
O=C(NCc1ccccn1)C1CCN(C(=O)c2cc3sccc3n2Cc2ccc(F)cc2)CC1,21,-4,3,-1,-2,2,-3,18,-4
CC(C(=O)Nc1cccnc1)c1ccc([N+](=O)[O-])cc1 (stereo unspecified),-1,-4,-4,6,9,-1,8,-11,2
Cc1ccc(NC(=O)C(OC(=O)c2ccc(NC(N)=O)cc2)c2ccccc2)cc1Cl (stereo unspecified),-24,-3,-46,-30,-44,-43,-37,2,3
Cc1cccc(C(=O)NC(=S)Nc2ccc3[nH]c(=O)[nH]c3c2)c1,-8,-9,-16,-12,-15,-15,-7,-16,-2
CCn1ncc(C(=O)Nc2ccc([N+](=O)[O-])cc2OC)c1C,-6,1,9,2,-5,8,2,19,-6
CCN1CCN(S(=O)(=O)c2ccc(Cl)c(C(=O)Nc3ccccc3N3CCOCC3)c2)CC1,14,-1,-1,1,0,5,6,4,-5
CC(=O)Nc1cnc(NC(=O)c2cccc(F)c2)cc1C,-4,-1,4,3,0,5,2,7,4
CNC(=O)CSc1nnnn1-c1cc(C)ccc1C,2,-2,-1,4,1,3,-2,-22,1
CCCN(CC(=O)Nc1ccccc1C)C(=O)c1ccc(C(=O)c2ccccc2)cc1,4,-4,2,1,2,-4,0,0,6
Cc1onc(-c2ccccc2)c1C(=O)Nc1nc2c(s1)C(=O)CC(C)(C)C2,-14,-4,-16,1,-10,2,12,-21,-7
COc1ccc(N(CC(=O)N2CCN(c3ccccc3)CC2)S(=O)(=O)c2ccc(C)cc2)cc1,-11,-4,7,-1,-3,-4,-6,4,14
c1ccc(C2CCC(N3CCNCC3)CC2)cc1 (stereo unspecified),-26,2,6,-4,-1,-4,1,5,-14
Cc1cccc(NC(=O)C2CCN(S(=O)(=O)c3ccc4c(c3)NC(=O)CO4)CC2)c1,8,-4,5,-2,4,1,6,-13,12

# Sorted by value in PAD4 inh (smallest number first): some entries from above.
canonical_smiles | PREPL inhibitor | PAD4 inh | PAFAH2 FP inh | PAFAH1B3 FP inh | EBNA-1 inh
Cc1cccc(C(=O)NC(=S)Nc2ccc3[nH]c(=O)[nH]c3c2)c1 | -8 | -9 | -15 | -7 | -2
COc1ccc(N(CC(=O)N2CCN(c3ccccc3)CC2)S(=O)(=O)c2ccc(C)cc2)cc1 | -11 | -4 | -4 | -6 | 14
CC(=O)Nc1cnc(NC(=O)c2cccc(F)c2)cc1C | -4 | -1 | 5 | 2 | 4
CCn1ncc(C(=O)Nc2ccc([N+](=O)[O-])cc2OC)c1C | -6 | 1 | 8 | 2 | -6

# (more compounds)
SMILES,PREPL inhibitor,PAD4 inh,GSTO1 counter,LYPLA1 counter,LYPLA2 counter,PAFAH2 FP inh,PAFAH1B3 FP inh,ZTA DNA inh,EBNA-1 inh
CC(=O)Nc1cccc(C(=O)OCC(=O)Nc2c(C)nn(-c3ccccc3)c2C)c1,2,1,-2,1,7,5,7,2,-2
COc1ccccc1N1CCN(C(c2ccc(N(C)C)cc2)c2nnnn2CCc2ccccc2)CC1 (stereo unspecified),21,2,0,-1,-3,0,6,14,-1
Cc1ccc(C(=O)NCC(=O)OCC(=O)NC2CCS(=O)(=O)C2)cc1C (stereo unspecified),-2,35*,0,2,6,5,-1,-30,-6
CCOc1ccc(CN(C)C(=O)CNC(=O)c2ccccc2)cc1,-6,0,9,-4,-1,-12,9,19,6
O=S(=O)(Nc1ccc(O)c(Sc2nc3ccccc3s2)c1)c1cccc2ccccc12,-19,-8,-14,-18,-24,-9,-9,2,7
CCOC(=O)c1nc(NNC(C)=O)sc1C,5,0,2,-1,-1,1,15,11,16

# This is a subset (hit frequency here may not be typical).
